TEAD-YAP inh: TEAD-YAP interaction inhibition. inhibition, % at 9.12 µM. 640,000 compounds, 1.4% hits. HEK-TIYL cells, TEAD-Gal4/YAP UAS-luciferase luminescence; in the data active = inhibition above about 32%;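 note: 0% = median of test compound wells and 100% = reference inhibitor wells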
GPR151 ag: activates the human receptor GPR151 | 650,000 compounds, 1% hits | PathHunter beta-arrestin GPR151 cells, luminescence | activation, % at 11.2 µM; in the data active = activation above about 4.9%;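 note: 0% = median of compound wells and 100% = cells with positive control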
MITF inh: blocks human microphthalmia-associated transcription factor; 650,000 compounds, 0.91% hits; AID 1259374; inhibition, % at 2.6 µM; AlphaScreen MITF homodimerization, bead proximity signal; in the data active = inhibition above about 50%;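 note: 0% = vehicle wells with protein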
FBW7 act: activators of human E3 ligase FBW7. Q969H0. AlphaScreen FBW7–phospho-cyclin E peptide binding, activator screen. normalized activity (activation), % at 26.1 µM. 650,000 compounds, 0.13% hits. AID 1259310; in the data active = normalized activity above about 1.9%;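 note: purified mutant Fbw7 with reduced substrate affinity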
Target sequence (Q969H0 whole entry, looked up): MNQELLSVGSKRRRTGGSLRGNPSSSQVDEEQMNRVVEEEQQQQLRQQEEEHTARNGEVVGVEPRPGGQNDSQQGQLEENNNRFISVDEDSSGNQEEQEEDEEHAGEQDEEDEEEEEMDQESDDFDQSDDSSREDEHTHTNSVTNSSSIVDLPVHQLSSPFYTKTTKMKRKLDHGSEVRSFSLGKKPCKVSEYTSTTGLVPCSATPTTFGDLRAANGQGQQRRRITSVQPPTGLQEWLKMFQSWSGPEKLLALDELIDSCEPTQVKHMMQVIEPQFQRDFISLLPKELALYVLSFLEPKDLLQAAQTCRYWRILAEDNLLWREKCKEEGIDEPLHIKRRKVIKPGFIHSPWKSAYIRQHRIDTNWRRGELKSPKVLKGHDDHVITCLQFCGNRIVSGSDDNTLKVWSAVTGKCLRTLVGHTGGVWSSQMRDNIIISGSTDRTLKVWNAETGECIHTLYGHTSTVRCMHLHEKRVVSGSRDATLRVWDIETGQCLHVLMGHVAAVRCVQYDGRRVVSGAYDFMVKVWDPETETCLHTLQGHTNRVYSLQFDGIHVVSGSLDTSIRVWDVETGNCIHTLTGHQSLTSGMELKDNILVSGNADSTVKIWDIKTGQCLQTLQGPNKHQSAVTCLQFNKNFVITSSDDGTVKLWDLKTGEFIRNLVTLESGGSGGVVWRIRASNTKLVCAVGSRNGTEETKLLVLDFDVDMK
An asterisk follows results filed as active; · = no result given. Compounds were not picked by outcome. Share with any hit: about 3.4%.

smiles	TEAD-YAP inh	GPR151 ag	MITF inh	FBW7 act
CCOC(=O)c1ccc(Nc2c(C(=O)OCC)cnc3ccc(C(=O)OC)cc23)cc1	7	-0.8	-1	0.3
O=C(O)c1ccc(COc2ccccc2[N+](=O)[O-])o1	2	-4.8	23	0.1
C=CCNC(=O)COc1ccc(C(C)(C)c2ccccc2)cc1	-3	1.1	-8	0.2
CCc1cccc(C)c1NC(=O)CS(=O)(=O)Cc1nc(-c2cccc(OC)c2)oc1C	0	-0.2	-17	0.3
COc1ccc(CN2CC3=C(C2=O)C(c2ccccc2)NC(=O)N3)cc1 (centres undefined)	-4	-1.6	18	0.2
CCc1ccc(OCC(O)Cn2c(NCCN(C)C)nc3c2c(=O)[nH]c(=O)n3C)cc1 (centres undefined)	10	0.9	9	0.0
CC(C)CNC(=O)CN1C(=O)NC2(CCCCC2)C1=O	-4	0.4	8	0.8
CCN(CC(=O)N1CCOCC1)S(=O)(=O)c1ccc(Cl)cc1	-5	1.1	-13	-0.4
c1ccc(-c2nc3c(c(N4CCOCC4)n2)CN(Cc2cccnc2)CC3)nc1	-5	1.9	15	-0.6
CCOC(=O)C1(CCCc2ccccc2)CCN(C(=O)C(C)n2cncn2)CC1 (centres undefined)	3	1.2	-15	-0.1
CCCCOc1cccc(C(=O)Nc2ccc3oc(-c4ccc(F)cc4)nc3c2)c1	1	0.1	13	0.1
O=C1[C@H]2[C@H]3[C@H](O)[C@H](O)C/C(=N\OCc4ccccc4)[C@H]3CC[C@H]2C(=O)N1Cc1ccc2c(c1)OCO2	·	-2.5	11	0.0
CCOc1cc(/C=C2\C(=O)ON=C2C)cc(Cl)c1OC	-1	-0.7	48	-0.2
CCOC(=O)c1nnn(-c2nonc2-n2cccc2)c1CN1CCCCC1	4	2.7	12	0.1
O=C(O)CCC(=O)N1CCOc2ccc(Cl)cc21	-2	2.2	-3	0.0
CC1(C)CC(=O)C(=CN2CCN(C(=O)c3ccco3)CC2)C(=O)C1	-3	0.3	11	-0.1
O=C(Cn1nc(C(F)(F)F)c2c1CCCC2)N1CCCCCC1	5	-1.0	9	-0.1
Cc1[nH]c2ccccc2c1C(=O)CSc1cccc[n+]1[O-]	-2	1.5	0	0.5
O=C(NCCc1ccc(Cl)cc1)c1ccccc1Cl	-25	0.6	-4	-0.1
COc1ccc(Br)cc1/C=N/NC(=O)NC12CC3CC(CC(C3)C1)C2	6	-1.4	-2	0.2
COc1cc(/C=C2/N=C(c3cccc([N+](=O)[O-])c3)OC2=O)cc(I)c1OC(C)=O	-1	-0.1	2	0.1
Cc1nn(-c2ccc(F)cc2)c(Cl)c1/C=N/N1C(=O)c2ccccc2C1=O	2	-0.3	9	-0.1
Cc1cn2c3c(=O)n(C)c(=O)n(C)c3nc2n1C1CCCCC1	-11	3.6	-2	0.0
COc1ccc(C(CC(=O)NCCN2CCOCC2)NS(=O)(=O)c2ccc(C)cc2)cc1 (centres undefined)	0	-0.1	12	0.0
COc1ccc(/C=C2\C=C(c3ccccc3)N(c3ccc(F)cc3)C2=O)cc1Br	-1	-0.5	-2	0.5
COC(=O)c1cn(C(=O)c2ccc([N+](=O)[O-])cc2)c2ccccc12	6	0.7	5	-0.1
Cc1onc(-c2ccccc2Cl)c1C(=O)O/N=C(\N)c1cccnc1	21	0.9	-15	0.2
O=C(NCCCO)/C(=C/c1ccc2c(c1)OCO2)NC(=O)c1ccccc1Cl	6	-0.2	-6	-0.1
COc1cccc(CNC(=O)C2CC=CCC2c2nc3ccccc3c(=O)[nH]2)c1 (centres undefined)	-13	-0.9	-2	0.0
O=C1NC(=O)N(c2ccc(F)cc2)C(=O)/C1=C/c1cc(Cl)c(O)c(Cl)c1	1	-1.1	12	0.1
O=C(CCCc1nc(-c2ccccc2)no1)NCc1cccnc1	-14	-0.1	12	0.4
Cc1cc(Cl)cc(C)c1OCC(=O)O	2	-1.7	24	0.0
O=[N+]([O-])c1ccc(NNC(=S)Nc2ccccc2)cc1	10	-0.1	5	-0.1
CC(CNC(=O)CCc1ccccc1)NC(=O)CCc1ccccc1 (centres undefined)	2	2.7	13	0.1
O=C(CSc1c[nH]c2ccccc12)N1CCc2ccccc21	-34	-1.2	-12	0.0
CC(C)(C)C1CCc2c(sc3nc(SCC(=O)Nc4ccc(F)cc4)n(-c4ccccc4)c(=O)c23)C1 (centres undefined)	5	-0.3	20	0.4
CCOC(=O)c1c(NC(=O)CSc2nnc3cc(C)c4ccccc4n23)sc2c1CCC(C)C2 (centres undefined)	-1	0.4	-5	-0.2
CC(=O)NCCN1C(=O)C(=O)/C(=C(\O)c2ccc(Cl)cc2)C1c1ccccc1 (centres undefined)	7	-1.5	1	0.1
COc1ccc(/C=C2\C(=O)NC(=O)N(c3cccc(Br)c3)C2=O)cc1C	5	-1.5	21	0.3
CC1SC2=NCN(c3cccc4ccccc34)CN2C1=O (centres undefined)	-2	-0.2	13	0.0

Brought forward from above: two entries, followed by the next part.
smiles	TEAD-YAP inh	GPR151 ag	MITF inh	FBW7 act
COc1ccc(/C=C2\C(=O)NC(=O)N(c3cccc(Br)c3)C2=O)cc1C	5	-1.5	21	0.3
CC1SC2=NCN(c3cccc4ccccc34)CN2C1=O (centres undefined)	-2	-0.2	13	0.0
COc1cccc(C=Nc2ccc3c(c2)ncn3C)c1OC	2	-0.1	15	0.2
COc1ccccc1C(=O)Nc1ccccc1-c1nnn(CC(N)=O)n1	-2	1.6	93*	-0.3
Cc1cc(=O)oc2cc(OC(=O)c3cc(S(=O)(=O)N4CCOCC4)ccc3F)ccc12	0	-1.1	-6	-0.2
Cc1cc(C)n(CC(O)CN2C(=O)NC(C)(C)C2=O)n1 (centres undefined)	7	-0.5	7	0.3
CCOc1ccc(-c2ccc(N3CCN(C(=O)CCc4ccc(OC)cc4)CC3)nn2)cc1	-10	1.1	1	0.1
CC(C)=CCC[C@](C)(O)C1CC=C(C)CC1 (some centres undefined)	-1	2.5	-6	-0.1
CSc1ccc(CN2CCN(CC3CC4C=CC3C4)CC2)cc1 (centres undefined)	1	0.2	62*	-0.2
CC(NS(=O)(=O)c1ccc2c(c1)C(=O)c1cc(S(=O)(=O)NC(C)c3ccccc3)ccc1-2)c1ccccc1 (centres undefined)	11	-0.7	3	0.3
CCN(CC)c1nc(C)nc2sc(C(=O)Nc3cc(OC)c(OC)c(OC)c3)c(C)c12	4	-1.4	9	0.1
O=C(Nn1c(-c2ccc(Br)cc2)nc2ccccc2c1=O)c1cccnc1	-6	-0.2	2	0.3
CCC(C)NC(=O)c1c(O)c2cccc3c2n(c1=O)CCC3 (centres undefined)	1	3.0	-1	0.1
Cn1c(Nc2nc3ccc(C(=O)NCc4ccccc4)cc3s2)nc2ccccc21	-3	-0.2	6	0.1
Cc1sc2c(c1C)c(=O)n(-c1ccccc1)c1nnc(SC(C)C)n21	-12	-0.6	7	-0.3
O=c1[nH]c2ccccc2nc1/C=C/c1ccc2c(c1)OCO2	-37	0.1	4	0.2
OCCN1CCN(c2cc(-c3cccnc3)nc(-c3ccccn3)n2)CC1	6	-0.5	12	-0.4
COc1cc(NC(=O)N2CCn3cccc3C2c2cccs2)cc(OC)c1OC (centres undefined)	-10	2.1	14	0.0
Cc1ccc(/C=C2\SC(=O)N(c3cccc(Cl)c3)C2=O)o1	-9	-0.5	11	-0.1
Clc1ccc(CN2C3=NCCN3c3ccccc32)cc1Cl	14	0.9	11	0.0
Nc1c(Cl)c(Cl)nc(Cl)c1Cl	10	0.2	9	-0.1
CCCCCn1c(N2CCN(Cc3ccccc3)CC2)nc2c1c(=O)[nH]c(=O)n2C	5	-0.9	5	-0.1
O=C(O)C1CC(O)CN1Cc1ccccc1 (centres undefined)	0	-0.2	6	0.2
Cc1cc(N(C)C)n2c(nc3ccccc32)c1C#N	4	-0.3	6	-0.1
O=c1oc2cc(O)c([N+](=O)[O-])cc2cc1-c1csc(-c2ccccc2)n1	6	-0.9	0	-0.2
CCCc1cc(C(=O)N[C@@H](Cn2nc(-c3cccs3)ccc2=O)C(C)C)no1	2	0.2	16	0.1
O=C(CC1C(=O)NCCN1Cc1ccc(F)cc1)NCc1ccc(N2CCCC2=O)cc1 (centres undefined)	8	0.8	3	0.1
C=CCN(c1ccccc1)S(=O)(=O)c1ccc(F)c(C(=O)Nc2cc(Cl)ccc2Cl)c1	4	-0.1	2	-0.1
COc1ccc(-n2ccnc(SCc3ccccc3C)c2=O)cc1OC	-7	-0.5	19	0.1
CC(C)c1ccc(N(CC(=O)NC2CC3CCC2C3)S(C)(=O)=O)cc1 (centres undefined)	-6	4.8	9	0.1
CCOc1cc(/C=N/NC(=O)C(C)SCc2ccccc2)ccc1O (centres undefined)	4	0.4	-5	0.1
CS(=O)(=O)c1cccc(S(=O)(=O)N2CCC(c3nc(-c4cccnc4)no3)CC2)c1	-3	3.4	2	0.0
CC1=C(C(=O)OC(C)C)C(c2ccco2)NC(=O)N1 (centres undefined)	-13	0.4	5	-0.2
Cc1nc2ccccc2c(=O)n1-c1ccc(OC(F)(F)C(F)F)cc1	10	-0.3	3	0.0
O=C(Nc1ccc(F)cc1)NC1(C(F)(F)F)Oc2cc(Cl)c(Cl)cc2O1	-8	-1.5	9	0.3
CCN(CC)Cc1oc(CO)cc(=O)c1O	-2	-0.2	48	-0.2
O=C(Cc1cccc2ccccc12)NCC1(CO)CC1	8	0.4	17	0.1
CCOC(=O)C(C)Sc1nc2c(c(=O)n1-c1ccccc1)SCC2 (centres undefined)	-8	0.1	6	0.0
N#Cc1ccc(CSc2nc3c(c(-c4cccs4)c2C#N)CC/C3=C\c2cccs2)cc1	4	-0.3	11	0.5
CCCCN1C(=O)c2cccc3c(NC(=O)Cc4ccc(F)cc4)ccc1c23	-1	3.7	-19	0.5
CC(C)c1ccc(C2C3=C(CC(C)(C)CC3=O)Nc3ncnn32)cc1 (centres undefined)	9	0.9	19	0.8
CCC(Sc1nc2n[nH]c(C)c2c(=N)n1-c1cc(Cl)ccc1C)C(=O)N1CCCC1 (centres undefined)	-18	0.0	14	0.4

One compound at a time (already shown).
Record of `O=C(Cc1cccc2ccccc12)NCC1(CO)CC1` = TEAD-YAP inh = 8; GPR151 ag = 0.4; MITF inh = 17; FBW7 act = 0.1
Record of `O=C(Nc1ccc(F)cc1)NC1(C(F)(F)F)Oc2cc(Cl)c(Cl)cc2O1` = TEAD-YAP inh = -8; GPR151 ag = -1.5; MITF inh = 9; FBW7 act = 0.3

Reformatted with two lines to a compound: part of the list above.
Each structure is followed by: TEAD-YAP inh | GPR151 ag | MITF inh | FBW7 act
- CS(=O)(=O)c1cccc(S(=O)(=O)N2CCC(c3nc(-c4cccnc4)no3)CC2)c1
  -3 | 3.4 | 2 | 0.0
- CC1=C(C(=O)OC(C)C)C(c2ccco2)NC(=O)N1 (centres undefined)
  -13 | 0.4 | 5 | -0.2
- Cc1nc2ccccc2c(=O)n1-c1ccc(OC(F)(F)C(F)F)cc1
  10 | -0.3 | 3 | 0.0

(continued)
smiles	TEAD-YAP inh	GPR151 ag	MITF inh	FBW7 act
NC(=O)c1cnc(-c2ccc(C(=O)NC3CC3)cc2)s1	-6	-4.9	5	-0.1
O=C(NCCCO)/C(=C\c1ccc2c(c1)OCO2)NC(=O)c1ccco1	0	-0.8	-4	0.1
O=C(Nc1ccccc1F)N1CCN(c2ccc(-c3ccncc3)nn2)CC1	-5	-0.6	-3	0.0
CC(=O)Nc1ccc(CN2CCN(c3ccccc3F)CC2)cc1	6	0.6	24	-0.1
NCc1ccc(Nc2nccc(-c3ccccc3)n2)cc1	-45	-0.7	13	0.1
Cc1cccc2sc(N(CCCn3ccnc3)C(=O)c3ccco3)nc12	-1	2.3	-13	-0.4
COc1ccc(C(=S)Nc2ccccc2)cc1	-24	1.4	6	-0.2
CCOC(=O)C1=C(C)NC(=O)NC1c1cc2cccc(OC)c2[nH]c1=O (centres undefined)	4	-1.6	21	-0.3
COc1ccc(/C=C2\SC(=Nc3cc(C)cc(C)c3)NC2=O)cc1	-8	0.1	18	0.0
CSc1ccc(S(=O)(=O)N2CCN(c3ccc(F)cc3)CC2)cc1	5	0.2	8	0.1
O=C(NCc1cccc(C(F)(F)F)c1)c1cncc(-c2ccc(C(=O)NC3CC3)cc2)c1	-1	0.8	8	0.3
Cc1ccc(N/C=C/C(=O)C(C)(C)C)c(O)c1	-15	1.3	-3	-0.2
O=C(O)c1ccc2c(c1)NC(=O)C(CSCc1ccc(F)cc1)N2 (centres undefined)	-7	-0.6	5	0.1
O=C(Nc1cncc(-c2ccncc2)c1)C1Oc2ccc3ccccc3c2O1 (centres undefined)	1	-0.6	3	0.9
Cc1ccc(NC(=O)C(=O)n2cc(C(=O)c3ccccc3O)cn2)cc1	3	0.5	11	0.1
Cc1ccc(S(=O)(=O)N2CCN(S(=O)(=O)c3ccccc3)C2c2ccccc2)cc1 (centres undefined)	8	-0.4	5	0.1
COc1ccc(N2CCN(c3nc4ccccc4n4c(C)nnc34)CC2)cc1	1	0.9	17	-0.1
C[C@H]1NC(=O)[C@@H]2C[C@H](NC(=O)c3cc(F)ccc3F)CN2C1=O	15	2.1	7	-0.1
O=c1c2sccc2nc(SCc2ccc(F)cc2)n1-c1cccc(Cl)c1Cl	-2	0.8	4	-0.2
